MLL CXXC-DNA inh: qHTS Fluorescence Polarization Assay for Inhibitors of MLL CXXC domain - DNA interaction; 0.037% of 290,000 active; Histone-lysine N-methyltransferase 2A (Homo sapiens), Q03164; MLL-CXXC / FITC-HOXA9 DNA fluorescence polarization; Potency, µM (highest dose often 115 µM), inactives show at the top dose activity change, negative = inhibition, hits mostly inhibitors; AID 2662, 2010; active means well fitted inhibition curve with a large enough effect in the polarisation, with a control signal flat, not every such curve was filed as active; inconclusive means small, poorly fitted or top-dose-only effect, or effect the other way, or a change in a side signal; inactive means no such curve, though single readings can be large or run the other way; the % refers to the polarisation
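Purified MLL-CXXC (added from a 7 uM solution) was preincubated 5 min at ambient with pinned compounds in 50 mM Tris-HCl pH 7.5, 50 mM NaCl, 1 mM DTT, 0.05% BSA. Fluorescein-labeled HOX-A9 DNA (50 nM solution) followed, 30 min, then polarization read.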
RORgamma inh: qHTS for inhibitors of ROR gamma transcriptional activity. Nuclear receptor ROR-gamma (Mus musculus), P51450. Potency, µM (titrated, usually from 53.6 µM), for inactives: at the top dose activity change, negative = inhibition, usual class: inhibitors. Drosophila S2 Gal4-RORgamma UAS-luciferase reporter, 20 h. 5.4% of 310,000 active; further: on the % scale 0 is the no-effect control and ±100 the full control effect; nearly all actives have a fitted effect of over 60% in size
Target sequence (P51450 whole entry, looked up, the tested form may be a part): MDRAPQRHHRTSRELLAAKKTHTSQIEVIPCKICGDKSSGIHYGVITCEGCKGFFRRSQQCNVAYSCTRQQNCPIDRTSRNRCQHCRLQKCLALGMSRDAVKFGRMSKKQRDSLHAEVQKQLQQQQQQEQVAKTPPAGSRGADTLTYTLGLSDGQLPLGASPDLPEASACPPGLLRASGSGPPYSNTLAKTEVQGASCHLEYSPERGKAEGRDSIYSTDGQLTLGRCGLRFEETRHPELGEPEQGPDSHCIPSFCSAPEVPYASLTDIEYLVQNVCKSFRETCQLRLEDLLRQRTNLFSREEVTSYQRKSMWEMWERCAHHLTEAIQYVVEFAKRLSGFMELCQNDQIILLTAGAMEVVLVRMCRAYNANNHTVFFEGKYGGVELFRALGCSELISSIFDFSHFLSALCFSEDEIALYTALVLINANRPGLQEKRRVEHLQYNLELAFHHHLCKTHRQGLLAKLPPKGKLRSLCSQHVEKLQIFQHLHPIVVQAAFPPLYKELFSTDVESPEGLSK
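Schneider cells (Drosophila), stable Gal4 DBD–ROR gamma + UAS-luc; 1 hr cmpd preincubation; Cu2+ induction 700 uM final; 20 hr ambient; luminescence.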
MBNL1-CUG inh: qHTS Assay for Inhibitors of MBNL1-poly(CUG) RNA binding; TR-FRET MBNL1-His/biotin-(CUG)12 binding, 665/545 ratio; 0.036% of 280,000 active; Muscleblind-like protein 1 (Homo sapiens), Q9NR56; AID 2675, 2010; Potency, µM (series often up to 57.5 µM), without a hit: top-dose activity change, negative = inhibition, hits mostly inhibitors; active means well fitted inhibition curve with a large enough effect in the signal ratio, with a control signal flat, not every such curve was filed as active; inconclusive means small, poorly fitted or top-dose-only effect, or effect the other way, or a change in a side signal; inactive means no such curve, though single readings can be large or run the other way; the % refers to the signal ratio; further: on the % scale 0 is the no-effect control and ±100 the full control effect
Target sequence (Q9NR56 whole entry, looked up): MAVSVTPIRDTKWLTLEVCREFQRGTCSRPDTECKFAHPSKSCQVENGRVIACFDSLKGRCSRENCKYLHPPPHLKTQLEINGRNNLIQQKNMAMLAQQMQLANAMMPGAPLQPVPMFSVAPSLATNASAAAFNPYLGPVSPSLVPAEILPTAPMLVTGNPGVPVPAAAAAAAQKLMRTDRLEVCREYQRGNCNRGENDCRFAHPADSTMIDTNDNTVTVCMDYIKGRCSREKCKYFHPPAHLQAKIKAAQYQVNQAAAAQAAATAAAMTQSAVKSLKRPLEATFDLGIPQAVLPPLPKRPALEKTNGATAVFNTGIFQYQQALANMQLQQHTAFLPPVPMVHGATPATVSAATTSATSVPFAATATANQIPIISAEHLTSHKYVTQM
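Compound titration spanned 92 nM–58 uM against the MBNL1-His/biotin-(CUG)12 complex. After 60 min at room temperature with 5 nM streptavidin-XL665 and 0.055 ng/ul terbium anti-His, ratiometric 665/545 nm emission (Ex 340 nm) normalized to controls.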
p53 reactivator: qHTS assay for re-activators of p53 using a Luc reporter | 0.063% of 320,000 active | H1299 p53-A138V BP100-luciferase reporter, luminescence, 24 h | Potency, µM (top dose mostly 92.2 µM), for inactives: at the highest dose activity change, positive = activation, actives largely listed as activators | AID 504706, 2011; further: % of control where 0% means no effect; nearly all actives have a fitted effect of over 45% in size
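p53-null H1299 cells stably carrying temperature-sensitive p53-A138V and a BP100-luciferase reporter were pinned with compounds (4-point, 1:5 series) and held 24 hrs at 37 deg C. Luminescence was read 10 min after detection reagent.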
ELG1 genotoxic: qHTS screen for small molecules that induce genotoxicity in human embryonic kidney (HEK293T) cells expressing luciferase-tagged ELG1 | AID 504466, 2011 | 1.3% of 330,000 active | HEK293T ELG1-luciferase reporter, luminescence, 16 h | Potency, µM (top dose mostly 46 µM), for the others: at the highest dose activity change, positive = activation, most hits filed as activators; further: % of control where 0% means no effect; nearly all actives have a fitted effect of over 60% in size
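Genotoxicity was scored as increased ELG1-luciferase reporter signal, measured by ONE-Glo luminescence (30 min, room temperature). Compound or vehicle exposure of the HEK293T reporter cells lasted 16 hr at 37°C.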
Rab9 promoter act: qHTS Assay for Rab9 Promoter Activators | Huh7 Rab9 promoter-luciferase reporter, luminescence, 24 h | Potency, µM (top dose mostly 9.22 µM), inactives show top-dose activation, negative = inhibition, actives largely listed as activators | 2.8% of 320,000 active | AID 485297, 2010; further: % of control where 0% means no effect; nearly all actives have a fitted effect of over 60% in size
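Luciferase signal after 10 min detection reagent at ambient indicates Rab9 promoter upregulation; stably transfected Huh7 cells were treated 24 h with compound in DMSO at 37 °C, 5% CO2.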
FLuc counter: qHTS profiling assay for firefly luciferase inhibitor/activator using purifed enzyme and Km concentrations of substrates (counterscreen for miR-21 project). purified FLuc, Km substrates, luminescence inhibition. 6.9% of 360,000 active. AID 588342, 2011. Luciferin 4-monooxygenase (Photinus pyralis), P08659. Potency, µM (titrated, usually from 57.5 µM), for the others: at the highest dose activity change, negative = inhibition, actives largely listed as inhibitors;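 further: plate controls were vehicle for no effect and reference inhibitor for full effect; nearly all actives have a fitted effect of over 55% in size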
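Purified P. pyralis luciferase (10nM final) with 10uM D-luciferin and 10uM ATP (Km levels) in 50mM Tris acetate pH 7.5, 10mM Mg acetate, 0.01% Tween-20, 0.05% BSA; qHTS 6-point titration, ~60 µM downward; luminescence read.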
VP16 counter: VP16 counterscreen qHTS for inhibitors of ROR gamma transcriptional activity; Drosophila S2 Gal4-VP16 UAS-luciferase, luminescence, 20 h; Potency, µM (titrated, usually from 53.6 µM), for the others: top-dose activity, negative = inhibition, usual class: inhibitors; 3.5% of 310,000 active; AID 2546, 2010;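 further: Gal4-VP16 expression switched on by copper sulfate through the metallothionein promoter; on the % scale 0 is the no-effect control and ±100 the full control effect; nearly all actives have a fitted effect of over 50% in size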
BRCA1 expr act: qHTS Assay to Identify Small Molecule Activators of BRCA1 Expression. MCF7-BRCA1-FFLuc reporter, luminescence, 48 h; response scale: scaled: vehicle 0%, 10 µM genistein 100%. Potency, µM (titrated, usually from 46.1 µM), inactives show top-dose activation, actives largely listed as activators. 1.1% of 380,000 active. AID 624202, 2012; further: nearly all actives have a fitted effect of over 80% in size; some results filed as inactive show a strong effect at the top dose
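48 h compound treatment of MCF7-BRCA1-FFLuc cells (phenol-red free MEM, 37 °C), then 15 min with luciferase substrate and luminescence imaging.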
uPA surface inh: qHTS for Inhibitors of Cell Surface uPA Generation | Potency, µM (titrated, usually from 38.3 µM), without a hit: top-dose activity change, negative = inhibition, most hits filed as inhibitors | 0.31% of 330,000 active | AID 540303, 2011 | cell surface uPA generation assay, qHTS; active means well fitted inhibition curve with a large enough effect; inconclusive means small, poorly fitted or top-dose-only effect; inactive means no such curve, though single readings can be large or run the other way; tested in mouse RAW 264.7 cells; further: on the % scale 0 is the no-effect control and ±100 the full control effect; nearly all actives have a fitted effect of over 55% in size
NPC1 prom act: qHTS Assay for NPC1 Promoter Activators | Potency, µM (top dose mostly 9.22 µM), for inactives: at the top dose activation, most hits filed as activators | Huh7 NPC1 promoter luciferase reporter, 24 h | 2.4% of 320,000 active;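 further: % of control where 0% means no effect; nearly all actives have a fitted effect of over 60% in size; reporter is driven by a mutant NPC1 promoter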
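Cells: Huh7 expressing luciferase under the NPC1 promoter, 1500/well. Seeded 2 h, compound added, incubated 24 h at 37 °C. Luciferase reagent, 10 min ambient, then luminescence.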
* hit, by the source's call; ? = inconclusive; · = not tested or not shown; & = joins results of further samples; [ ] = remark or other dose. Unless noted, the call rests on the fitted dose curve; in most records, active means well fitted curve in the direction sought with a large enough effect; inconclusive means small, poorly fitted or top-dose-only effect, or another doubt; inactive means no such curve, though single readings can be large; an effect the other way counts as inactive or inconclusive. Potency means the concentration at half of the fitted maximal effect. An excerpt; count on the stated rates, not on these rows.

Values in the order: MBNL1-CUG inh, NPC1 prom act, FLuc counter, BRCA1 expr act, MLL CXXC-DNA inh, RORgamma inh, VP16 counter, Rab9 promoter act, p53 reactivator, ELG1 genotoxic, uPA surface inh
> CC(Sc1nc(-c2ccccc2)cc(C(F)(F)F)n1)C(=O)NCCN1CCOCC1 (stereo not given)
  -14%, -4%, -1%, -3%, 8%, -14%, -1%, 0%, -3%, 2%, 0%
> COc1ccc(CCNC(=O)C(=O)NCC2OCCN2S(=O)(=O)c2ccc(OC)cc2)cc1 (stereo not given)
  -4%, 0%, -6%, -11%, ·, 38%, 0%, -5%, -11%, -3%, -3%
> COc1cccc(OC)c1C(=O)NC(=O)Nc1c(F)c(F)c(F)c(F)c1F
  ·, 1%, 1%, -2%, -2%, 3%, 5%, 10%, 1%, 0%, 2%
> CCC1CCCCN1C(=S)NC(=O)c1cccc([N+](=O)[O-])c1 (stereo not given)
  ?, -3%, 6%, 9%, 1%, 0.28µM*, -89%, -9%, -13%, -11%, 3%
> COc1cccc2c1O/C(=N\O)C(C(=O)Nc1cccc(C)c1C)C2 (stereo not given)
  3%, -6%, -1%, -12%, ?, 6%, 1%, 2%, 1%, 1%, 1%
> COc1ccc(NC(=S)N(CCCN2CCCCCC2)Cc2cccs2)cc1
  3%, -2%, -1%, 2%, 4%, 0%, -7%[10 µM], 1%, 9%, -1%, -4%
> Cc1ccccc1NC(=O)C1C2C=CC(C3CC23)C1C(=O)O (stereo not given)
  -8%, 0%, -18%, 0%, -8%, -3%, 5%, 6%, -3%, 0%, 1%
> COc1ccc(Cl)cc1NC(=O)Nc1cn(C)nc1C
  ·, 5%, -1%, -6%, -1%, 21%, ?, 16%, 1%, -1%, 7%
> Cc1cc(SCC(=O)OCC(=O)N(C)c2ccccc2)nc2ccccc12
  ·, -1%, -17%, 4%, ·, ·, ·, -3%, 0%, 1%, -4%
> CCc1nc(SCC(=O)c2ccc3c(c2)OCCO3)c2ccccc2n1
  ?, 0%, ?, -63%, 0%, -15%, ?, -1%, -5%, -6%, -7%
> COc1ccc(C2CC(=O)C(C=NCCN3CCN(C(=S)Nc4ccccc4)CC3)=C(O)C2)cc1OC (stereo not given)
  2%, -7%, 7%, -13%, 2%, -2%, 7%, -8%, 1%, 8%, -5%
> O=C(NNC(=O)c1ccccc1C(=O)O)c1ccc(-c2ccccc2)cc1
  3%, -4%, 17µM*, ·, 2%, 14µM*, 1%, 1%, -2%, 2%, ·
> Cc1ccc2[nH]c3c(c2c1)CCCC3=O
  ?, 1%, ?, 18%, -6%, 31%, -1%, 10%, 0%, 4%, -5%
> CCC(=O)NC(NCC1CCCO1)C(Cl)(Cl)Cl (stereo not given)
  -5%, -3%, 4%, 13%, 4%, 2%, -6%, 0%, 3%, 1%, 6%
> CCC(=O)Nc1ccc(NC(=O)CSc2nnnn2C2CCCC2)cc1C
  -7%, 5%, -4%, 16%, 3%, 5%, -1%, -1%, 14%, 0%, 7%

Going on with the list:
Values in the order: MBNL1-CUG inh, NPC1 prom act, FLuc counter, BRCA1 expr act, MLL CXXC-DNA inh, RORgamma inh, VP16 counter, Rab9 promoter act, p53 reactivator, ELG1 genotoxic, uPA surface inh
> COc1ccc(-c2[nH]ncc2CN2CCCN(c3ccccc3)CC2)c(F)c1
  -11%, -3%, -1%, 0%, -1%, 36%, -1%, -3%, 2%, -7%, -1%
> Cc1ccc2[nH]cc(CCNC(=O)c3ccco3)c2c1
  -5%, 14%, -15%, -30%, -4%, 30%, -2%, 12%, 0%, 12%, 0%
> C/C(=N\NC(=O)c1c(C)nc2ccccn12)c1ccco1
  ·, ?, ?, 13%, 15%, -3%, -1%, 2.5µM*, 11%, ?, -1%
> CCCCc1cc(=O)oc2c3c(cc(OCC(=O)NCCCO)c12)OC(C)(C)CC3
  2%, -5%, ?, -4%, -3%, -2%, -23%, 1%, -2%, 0%, -11%
> CC(C)n1c(SCCCc2ccccc2)nc2c1c(=O)[nH]c(=O)n2C
  3%, 1%, 6%, -25%, 7%, 11%, -3%, -3%, 3%, -1%, 13%
> CN(CC(=O)Nc1ccc(Cl)cc1)C(=O)c1ccc(S(=O)(=O)Nc2ccccc2)cc1
  ·, -4%, ?, -40%, ·, ·, ·, -4%, -7%, -8%, 0%
> O=C(O)/C(=C\c1ccc(Br)cc1)NC(=O)c1cccs1
  9%, -5%, 4%, 1%, 5%, -8%, 3%, 1%, 8%, 2%, -7%
> O=C(NCCc1nc2ccccc2[nH]1)c1ccc(Br)o1
  0%, -4%, -1%, -3%, -3%, -12%, -15%, 1%, -7%, -2%, 1%
> COC(=O)[C@H](C)NC(=O)NCCC1=CCCCC1
  ·, -4%, -1%, 4%, -5%, 23%, 4%, -2%, -4%, 0%, 1%
> Cc1ccc(OCCC(=O)OCC(=O)NC(=O)c2ccccc2)cc1
  ·, -12%, 5%, 8%, ·, ·, ·, -1%, -3%, -3%, -2%
> Cc1ccc2oc(=O)c3cnn(CC(=O)N4CCN(c5ccccc5)CC4)c3c2c1
  10%, 2%, -7%&0%, 24%, 2%, 6%, 4%, 11%, -1%, -4%, 3%
> S=C(NCCc1ccc(Cl)cc1)NC1CCCCC1
  -8%, 4µM*, 19µM*, ?, 2%, 3.5µM*, 5µM*, ?, ?, -7%, 7%
> COC(=O)c1c(NC(=S)Nc2ccc(CC(=O)O)cc2)sc(C)c1C
  54%[activator], 0%, 3%, -11%, 10%, 5%, 4%, -2%, 8%, -2%, 2%
> Cc1ccc(C(=O)NCc2ccccn2)cc1Cl
  1%, 11%, -14%, 59%, -15%, -4%, -11%, 16%, 3%, 9%, -39%
> CCOCCCNC(=O)CCNC(=O)c1cc(OC)c(OC)c(OC)c1
  2%, 0%, 2%, 4%, -8%, -5%, -4%, 1%, 18%, 0%, ·

Filtered by structure, those above containing a COOH group (4)
Values in the order: MBNL1-CUG inh, NPC1 prom act, FLuc counter, BRCA1 expr act, MLL CXXC-DNA inh, RORgamma inh, VP16 counter, Rab9 promoter act, p53 reactivator, ELG1 genotoxic, uPA surface inh
> Cc1ccccc1NC(=O)C1C2C=CC(C3CC23)C1C(=O)O (stereo not given)
  -8%, 0%, -18%, 0%, -8%, -3%, 5%, 6%, -3%, 0%, 1%
> O=C(NNC(=O)c1ccccc1C(=O)O)c1ccc(-c2ccccc2)cc1
  3%, -4%, 17µM*, ·, 2%, 14µM*, 1%, 1%, -2%, 2%, ·
> O=C(O)/C(=C\c1ccc(Br)cc1)NC(=O)c1cccs1
  9%, -5%, 4%, 1%, 5%, -8%, 3%, 1%, 8%, 2%, -7%
> COC(=O)c1c(NC(=S)Nc2ccc(CC(=O)O)cc2)sc(C)c1C
  54%[activator], 0%, 3%, -11%, 10%, 5%, 4%, -2%, 8%, -2%, 2%

Remaining list, next part.
Values in the order: MBNL1-CUG inh, NPC1 prom act, FLuc counter, BRCA1 expr act, MLL CXXC-DNA inh, RORgamma inh, VP16 counter, Rab9 promoter act, p53 reactivator, ELG1 genotoxic, uPA surface inh
> COc1ccccc1C(=O)Nc1ccc(S(=O)(=O)N2CCCCC2)cc1
  -3%, 0%, -2%, -24%, -5%, 7%, 3%, 2%, -3%, -5%, -3%
> CCc1ccc(NC(=O)[C@H](C)NC(=O)C2CCN(C(=O)[C@@H](N)Cc3ccccc3)CC2)cc1
  5%, 1%, -10%, -37%, 1%, 0%, 5%, 7%, ·, 5%, -4%
> CCc1ccc(/C=N/Nc2ncnc3nc[nH]c23)cc1
  13%, 2.8µM*, 3µM*, ?, 15%, -23%, -27%, 1.3µM*, ?, 7.3µM*, -15%
> CCC(CC)NC(=O)CO/N=C/c1ccccc1OC(F)F
  -7%, -3%, -1%, -36%, 4%, -9%, -13%, -15%, 3%, -3%, 2%
> Cc1ccc(CNCc2ccc3c(c2)OCO3)c(C)c1
  0%, 2%, 2%, 5%, 20%, -34%, -3%, 12%, -2%, -11%, 6%
> CCOc1ccc(N(CC(=O)OC)S(=O)(=O)c2c(C)noc2C)cc1
  9%, -4%, 1%, -44%, -11%, 2%, -3%, 2%, -2%, 3%, ?

From PubChem BioAssay
